DAGLB inhibitor: DAGLB lipase inhibitors, primary screen, biochemical, fluorescence, HTS. Diacylglycerol lipase-beta (Homo sapiens), Q8NCG7. HEK293T DAGLB membrane lysate, EnzChek fluorogenic substrate. inhibition, % at 5.17 µM. actives 0.059% (n = 340,000). AID 504411, 2011; in the data active means inhibition above about 34%;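 further: 0% = enzyme with vehicle and 100% = wells lacking enzyme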
Target sequence (Q8NCG7 whole entry, looked up): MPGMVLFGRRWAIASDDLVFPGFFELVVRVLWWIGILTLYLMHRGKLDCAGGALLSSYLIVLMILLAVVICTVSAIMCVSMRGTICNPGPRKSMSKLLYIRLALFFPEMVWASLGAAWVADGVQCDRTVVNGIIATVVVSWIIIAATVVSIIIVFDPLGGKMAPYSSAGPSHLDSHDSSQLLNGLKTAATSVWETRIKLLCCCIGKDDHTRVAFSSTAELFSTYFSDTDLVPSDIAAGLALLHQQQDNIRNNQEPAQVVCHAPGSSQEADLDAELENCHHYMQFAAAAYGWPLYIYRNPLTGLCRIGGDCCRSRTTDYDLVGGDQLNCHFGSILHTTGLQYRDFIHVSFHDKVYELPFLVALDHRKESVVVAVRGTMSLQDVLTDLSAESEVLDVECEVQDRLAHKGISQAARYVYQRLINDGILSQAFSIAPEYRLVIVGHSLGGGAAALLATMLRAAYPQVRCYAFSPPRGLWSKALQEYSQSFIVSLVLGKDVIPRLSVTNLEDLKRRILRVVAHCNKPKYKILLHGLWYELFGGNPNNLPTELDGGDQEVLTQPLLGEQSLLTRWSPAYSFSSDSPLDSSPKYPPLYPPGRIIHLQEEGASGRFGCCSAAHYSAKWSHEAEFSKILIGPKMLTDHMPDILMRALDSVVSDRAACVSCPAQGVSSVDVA
CAL PDZ FP-1: CAL PDZ peptide-binding inhibitors, primary screen, biochemical, fluorescence polarization, Cer-tagged CAL PDZ, HTS; purified CAL PDZ, TMR-peptide fluorescence polarization, 1 h; actives 0.02% (n = 330,000); AID 504414, 2011; inhibition, % at 20 µM; Golgi-associated PDZ and coiled-coil motif-containing protein (Homo sapiens), Q9HD26;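 active means highest replicate inhibition of at least 40%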;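 further: plate controls were DMSO neutral control wells for no effect and unlabeled competitor peptide control wells for full effect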
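System: purified tagged CAL PDZ domain construct (CerCALP). Schedule: 1 h incubation at room temperature before polarization reading. Medium: 25 mM sodium phosphate pH 7.4, 150 mM NaCl, TCEP, IgG, Thesit. Read-out: percent inhibition from loss of millipolarization. Measured by: FP readout, S and P plane fluorescence. Probe or stimulus: fluorescent TMR peptide probe.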
DSG3 Ab inh: inhibitors of pemphigus antibody binding to DSG3, primary screen, biochemical, bead-based, flow cytometry, scFv-GFP. Desmoglein-3 (Homo sapiens), P32926. DSG3-coupled beads, scFv-anti-DSG3-GFP binding; stronger effect = lower value. binding (percent of control), % at 10 µM. actives 0.48% (n = 310,000). AID 588358, 2011;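 active means binding more than 3 SD below its plate's average and above zero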;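 further: hits lower antibody fragment binding to DSG3; some compounds called inactive have numbers as strong as hits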
CAL PDZ FP-2: untagged CAL PDZ binding inhibitors, primary screen, biochemical, fluorescence polarization, HTS. Golgi-associated PDZ and coiled-coil motif-containing protein (Homo sapiens), Q9HD26. AID 602252, 2012. purified CAL PDZ, TMR-peptide fluorescence polarization, 1 h. actives 0.92% (n = 300,000). inhibition, % at 24.9 µM;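 active means mean inhibition of at least 30% with at least half of replicates also reaching 30%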;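 further: 0% = DMSO neutral control and 100% = excess unlabeled competitor peptide PRC23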
C-LANA FP: inhibitors of KSHV C-LANA binding to DNA, primary screen, biochemical, fluorescence polarization, FAM-LBS DNA, MBP-C-LANA, single point. Kaposi's sarcoma herpesvirus LANA C-terminal domain (residues 932-1162) DNA binding. actives 0.078% (n = 340,000). inhibition, % at 9 µM;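 active means highest replicate inhibition at or above 60% at 9 µM, even if other replicates fall short; inactive means all replicates below 60% inhibition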;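 further: 0% = neutral control wells and 100% = 4 µM acridine orange control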
Arr AP2 block: inhibitors of beta-arrestin/AP2 binding, primary screen, biochemical, GPCR trafficking, flow cytometry. inhibition, % at 10 µM. AID 504490, 2011. actives 0.31% (n = 340,000). FITC-arrestin peptide / GST-AP2 beads; AP2 beta2 appendage carries R879A mutation. beta-arrestin 1 C-terminal peptide binding to AP2 beta2-adaptin appendage (human);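 active means inhibition above a set limit, near 3 SD of compounds lacking own fluorescence, cut at about 54% in these data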;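 further: plate controls were DMSO wells for no effect and 5 µM unlabelled arrestin peptide for full effect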
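System: GST-AP2 R879A bound to glutathione beads, E. coli-expressed. Also added: 50 nM FITC-arrestin peptide. Schedule: compound with beads 12 min RT, then probe 1 h RT. Signal: bead flow cytometry, FITC channel. Read-out basis: percent response.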
V-ATPase pH: regulators of yeast V-ATPase proton pumping, primary screen, pHLuorin cytosolic pH fluorescence; S. cerevisiae; response, % at 10 µM; actives 0.37% (n = 350,000); in the data active means response mostly above about 7.3%, no sharp cut-off; inactive means mostly below about 5.4%; further: actives read high; inactives centre near 0; some compounds called inactive have numbers as strong as hits; reference of the scale not given here
Keap1 Nrf2 FP: Keap1-Nrf2 protein-protein interaction inhibitors, primary screen, biochemical, fluorescence polarization, single point; Kelch-like ECH-associated protein 1 (Homo sapiens), Q14145; Keap1 Kelch-Nrf2 peptide fluorescence polarization, 1536-well; inhibition, % at 9.4 µM; actives 0.15% (n = 340,000); AID 504523, 2011; in the data active means inhibition above about 12%;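 further: human Keap1 Kelch domain with fluorescein labeled Nrf2 9mer peptide probe; 0% = neutral control wells and 100% = peptide positive control; higher means more block of Keap1 binding to Nrf2 peptide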
NSD2 HMT inh: NSD2 histone methyltransferase inhibitors, primary screen, biochemical, AlphaScreen, single concentration, set 2; Histone-lysine N-methyltransferase NSD2 (Homo sapiens), O96028; NSD2 peptide methylation, 120 min; inhibition, % at 12.5 µM; actives 0.54% (n = 310,000); in the data active means inhibition above about 50%
RTF Ca sens inh: cardiac RTF calcium sensitivity inhibitors, primary screen, biochemical, IANBD-TnC fluorescence, EC70 calcium | IANBD-labeled cardiac RTF, Ca2+ fluorescence | inhibition, % at 7.15 µM | actives 0.12% (n = 340,000) | AID 493244, 2011;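 active means inhibition above the mean inhibition of all tested compounds plus 3 SD, cut at about 17% in these data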;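 further: assay run at fixed EC70 calcium of 1.6 mM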
Numbers without * were called inactive; / = no result given. A portion of the library, so the mix of outcomes need not match the whole.

DAGLB inhibitor	CAL PDZ FP-1	compound	DSG3 Ab inh	CAL PDZ FP-2	C-LANA FP	Arr AP2 block	V-ATPase pH	Keap1 Nrf2 FP	NSD2 HMT inh	RTF Ca sens inh
-3	-0.3	Cc1c(Br)c([N+](=O)[O-])nn1CC(=O)NC1CCCCCC1	106	4	-0.1	4	-6	2	-4	9
2	-0.6	COc1ccc(/C(C)=N/NC(=O)CNC(=O)c2ccco2)cc1	139	/	-1.3	-4	0	-5	-5	-14
0	-1.0	OC1(c2ccccc2)c2ccccc2-c2ncccc21 (stereo not given)	104	-6	0.1	6	-5	-5	-1	-14
-1	-0.4	S=c1nc(C2CC2)n(-c2ccccc2)[nH]1	101	5	-0.6	11	-1	-7	-1	-1
-5	-0.3	CS(=O)(=O)n1nc(C(=O)N2CCOCC2)nc1N	100	10	-0.6	-4	-2	-6	-4	-17
-1	-1.2	COc1cccc(NS(=O)(=O)c2cc(C)ccc2OC)c1	121	/	0.1	-1	10	-4	0	-8
-7	-0.9	O=C(c1ccc(S(=O)(=O)N2CCOCC2)cc1)N(c1ccccc1)C1C=CS(=O)(=O)C1 (stereo not given)	96	-1	-1.1	2	9	4	5	-9
2	-1.5	COc1ccccc1NC(=O)Nc1nnc(Cc2ccc(F)cc2)s1	107	54*	-2.5	1	2	-5	/	-2
-1	-1.3	CCN(CC)C(=O)Cn1cc(S(=O)(=O)CC(=O)NCc2ccc(C)cc2)c2ccccc21	/	-3	0.4	-1	-1	-1	-1	4
-3	/	Cc1cccc(C(=O)Nc2ccc(CC(=O)O)cc2)c1	109	-12	-0.1	19	2	-8	/	-4
1	1.3	COc1ccc(NC(=O)CN2CCN(CC(=O)Nc3ccccc3Cl)CC2)cc1Cl	95	/	0.6	11	-1	-2	0	6
-2	-0.3	CN1CCN(c2ccc(NC(=O)c3ccccc3)cc2)CC1	94	3	-2.3	3	1	1	2	-13
-1	0.5	CC(C)(C)C(=O)Nc1ccc(C(=O)COC(=O)C2=COCCO2)cc1	107	0	-0.9	3	-2	0	-3	-3
1	-0.6	Cc1[nH]nc2c1C1(CCN(C(=O)OCc3ccccc3)CC1)C(C#N)=C(N)O2	102	/	0.2	4	-1	2	-5	-2
2	-0.5	CSCC[C@H](NC(=O)C1CCN(S(=O)(=O)c2ccc(C)cc2C)CC1)c1nc2ccccc2[nH]1	107	-20	0.4	-8	2	-8	3	-16

In a second layout: 4 of the compounds above.
structure | DAGLB inhibitor | CAL PDZ FP-1 | DSG3 Ab inh | CAL PDZ FP-2 | C-LANA FP | Arr AP2 block | V-ATPase pH | Keap1 Nrf2 FP | NSD2 HMT inh | RTF Ca sens inh
OC1(c2ccccc2)c2ccccc2-c2ncccc21 (stereo not given) | 0 | -1.0 | 104 | -6 | 0.1 | 6 | -5 | -5 | -1 | -14
Cc1cccc(C(=O)Nc2ccc(CC(=O)O)cc2)c1 | -3 | / | 109 | -12 | -0.1 | 19 | 2 | -8 | / | -4
COc1ccccc1NC(=O)Nc1nnc(Cc2ccc(F)cc2)s1 | 2 | -1.5 | 107 | 54* | -2.5 | 1 | 2 | -5 | / | -2
O=C(c1ccc(S(=O)(=O)N2CCOCC2)cc1)N(c1ccccc1)C1C=CS(=O)(=O)C1 (stereo not given) | -7 | -0.9 | 96 | -1 | -1.1 | 2 | 9 | 4 | 5 | -9

(continued)
DAGLB inhibitor	CAL PDZ FP-1	compound	DSG3 Ab inh	CAL PDZ FP-2	C-LANA FP	Arr AP2 block	V-ATPase pH	Keap1 Nrf2 FP	NSD2 HMT inh	RTF Ca sens inh
4	0.5	CCC(=O)Nc1nnc(Sc2ccc(N(C)C)cc2)s1	98	0	-1.7	15	2	4	-6	-2
0	-5.4	O=C(CSc1nc2ccccc2c2c1CCCC2)N1CCOCC1	/	0	-0.7	19	-3	5	10	0
-2	-0.8	CC1=C(C(=O)Nc2ccccc2)C(c2ccco2)n2ncnc2N1 (stereo not given)	/	-2	2.1	0	-1	-2	-2	-5
5	-2.3	O=C(c1ccco1)N1CCN(c2ncnc3sc4c(c23)CCC4)CC1	/	1	-1.1	15	-3	-2	-17	-5
-1	-1.1	Cc1cc(C(=O)N2CCCC(C(=O)c3cccc4ccccc34)C2)nc(C)n1 (stereo not given)	93	0	-0.1	28	-3	-2	/	-6
3	-4.6	O=C(CSCc1ccc(Cl)cc1Cl)Nc1ccccc1C(=O)Nc1ccc(C(=O)O)cc1	91	-5	-0.1	13	4	-3	-1	-5
-2	/	CCc1nc(SCC(=O)c2ccccc2)c2c(=O)n(C)c(=O)n(C)c2n1	98	-3	1.0	-10	0	-5	-4	5
0	-2.8	Cc1cc(NC(=O)CSCC(=O)N(C)Cc2ccc(Cl)cc2Cl)no1	101	1	3.0	12	1	-5	1	0
-13	-0.2	COC(=O)Cn1c(C)c(/C=C/c2cc[n+](C)cc2)c2ccccc21	204	3	-29	-2	-3	-86	2	-80
-7	-0.6	Cc1ccc(F)c(Cn2cnc3c(cnn3C(C)(C)C)c2=O)c1Cl	102	-2	-0.6	37	9	1	/	-2
3	1.4	COC(=O)C1=C(C)N(c2ccc(Cl)cc2)/C(=C/c2ccc(O)cc2)C1=O	97	3	5.3	-6	-2	3	-2	6
3	-2.8	CC(=O)N1CCn2c3c(c4cc(C)ccc42)CCCC31 (stereo not given)	101	4	3.8	19	-2	1	8	-1
2	-0.9	Cc1cc(F)cc(C)c1Cn1cnc2c(cnn2C(C)(C)C)c1=O	95	-1	0.9	-8	-5	-3	/	-4
-2	-1.4	COc1ccc(S(=O)(=O)NCC(=O)N(CC(=O)NCC2CCCO2)c2c(C)cccc2C)cc1 (stereo not given)	/	22	-0.1	-3	3	1	-1	-2
1	-0.7	CCCC(c1nnnn1C(C)(C)CC)N(CCCO)Cc1cc2cc(C)cc(C)c2[nH]c1=O (stereo not given)	96	-6	-0.3	25	0	-5	1	0
-2	-2.9	COc1ccc2c3n(nc2c1)CCN=C3c1cc(Cl)c(N)c(Cl)c1	102	-5	1.0	/	-3	-4	/	-2
0	-0.8	CC[N+](CC)(CCO)CCCN1C(=O)C2CC=C(Cl)CC2C1=O (stereo not given)	95	/	0.8	-11	0	/	2	-1
3	0.7	O=C(NCCc1c[nH]c2ccccc12)C(=O)NCC(c1ccco1)N1CCN(c2ccccc2F)CC1 (stereo not given)	114	-6	-0.8	4	5	-3	-1	-7
0	-2.7	COc1ccc2[nH]c(=O)c(CN(CCO)S(=O)(=O)c3ccc(C)cc3)cc2c1	99	-3	-0.8	8	4	3	-5	5
0	-0.7	CCNC(=S)Nc1ccc(C)c(S(=O)(=O)Nc2ccccc2OC)c1	97	-2	-2.3	36	-1	0	/	1
1	0.3	O=c1cc(-c2ccccc2)oc2cc(O)ccc12	102	0	-1.4	5	1	-7	/	4
-18	-0.2	CN(CCOc1ccc(Cl)c(Cl)c1)Cc1ccccc1	110	/	0.6	6	-1	-3	-4	-12
2	-2.6	O=C(O)COc1ccc(/C=N/NC(=O)c2ccccc2Br)cc1	96	0	0.0	8	1	-5	9	-1
-4	-0.5	CCc1ccccc1NC(=O)NNC(=O)CCc1ccccc1	95	-1	0.8	27	0	4	-3	-3
-1	-2.3	CC(=O)Oc1ccc(N(C(C)=O)S(=O)(=O)c2ccc(C)cc2C)c2ccccc12	133	4	-1.3	7	2	-7	0	1
-11	-0.5	CCOc1cc(C)c(-c2onc(C(F)(F)F)c2-c2csc(C)n2)c(O)c1	97	-2	-1.2	-5	-4	2	2	5
3	-0.2	CCOC(=O)NC1CCS(=O)(=O)C1 (stereo not given)	/	9	1.2	-7	1	-3	-7	8
-1	-0.6	CCOc1ncccc1C(=O)NCC(c1ccco1)N1CCCCC1 (stereo not given)	94	-3	-1.5	4	4	-3	1	-5
-2	-2.1	COc1ccccc1NC(=O)C(=O)N(c1cccnc1)C(C(=O)NC(C)(C)C)c1ccccc1F (stereo not given)	98	0	0.2	21	0	4	-2	2
-6	1.0	CC(=O)/C(=N\Nc1ccccc1)Sc1nnc(-c2ccccc2)n1-c1ccccc1	94	0	0.0	91*	-1	2	-1	-5
14	-0.8	C=CCN(CCNP(=O)(OCC)OCC)CP(=O)(OCC)OCC	107	-7	0.5	2	-1	5	-1	-10
0	-2.7	CCN(CC)S(=O)(=O)c1ccc(N2CCOCC2)c(C(=O)O)c1	99	-7	1.3	4	-4	-7	2	-19
2	-0.5	CC(C)(C)NC(=O)C[C@H]1C[C@H](C(=O)N2CCOCC2)[C@@]2(CCC3CCCC3)c3[nH]c4ccc(Cl)cc4c3CCN2C1=O	104	-4	1.2	-3	0	-4	/	3
2	-4.4	CCOC(=O)CCC(=O)Nc1ccccc1C(N)=O	107	-4	-0.6	8	7.7*	-2	-4	-8
-2	0.6	COc1cccc(-c2nc(CS(=O)(=O)CC(=O)NCCc3ccc(C)cc3)c(C)o2)c1	/	-3	0.1	5	-5	-3	2	-8

Screens as filed in PubChem.
